Screening data: PubChem BioAssay, Broad Institute
BioA inh = blocks M. tuberculosis BioA enzyme activity. purified M. tuberculosis BioA enzyme, plate reader. inhibition, % at 9.99 µM. 0.096% of 360,000 active. AID 602481; in the data active = inhibition above about 40%
The depositor's hits bear a star. Only part of the results is shown; count on the stated rates, not on these rows.

SMILES	BioA inh
CO[C@H]1CN(C)C(=O)c2ccc(NC(=O)c3nc4ccccc4s3)cc2OC[C@@H](C)N(Cc2cncnc2)C[C@H]1C	2.6
COCC#Cc1cnc2c(c1)C(=O)N([C@H](C)CO)C[C@H](C)[C@H](CN(C)C(C)=O)O2	-1.7
CC(C)NC(=O)N(C)C[C@H]1Oc2ccc(NC(=O)CCN3CCOCC3)cc2C(=O)N([C@@H](C)CO)C[C@H]1C	-0.7
CO[C@@H]1CN(C)C(=O)c2ccc(NS(=O)(=O)c3ccccc3C)cc2OC[C@@H](C)N(C)C[C@@H]1C	-1.7
C[C@H](CO)N1C[C@H](C)[C@@H](CN(C)Cc2ccc(Cl)c(Cl)c2)Oc2c(NC(=O)c3nc4ccccc4s3)cccc2C1=O	0.2
C[C@@H]1CN([C@H](C)CO)C(=O)c2cccc(NS(C)(=O)=O)c2O[C@@H]1CN(C)S(=O)(=O)c1ccccc1	-4.0
C[C@H](CO)N1C[C@H](C)[C@@H](CN(C)CC2CCCCC2)Oc2ccc(NC(=O)C3CCCCC3)cc2CC1=O	0.2
C[C@@H]1CN([C@@H](C)CO)S(=O)(=O)c2ccc(C#CC3CC3)cc2O[C@@H]1CN(C)CC1CCOCC1	0.0
C[C@@H]1CCCCO[C@@H](CN(C)C(=O)c2ccccc2)[C@H](C)CN([C@@H](C)CO)C(=O)c2cc(NC(=O)C3CCCCC3)ccc2O1	-2.1
CC(C)OC(=O)N(C)C[C@@H]1OCc2ccccc2-c2ccccc2C(=O)N([C@@H](C)CO)C[C@H]1C	0.8
C[C@@H]1CN([C@H](C)CO)C(=O)c2cc(NC(=O)Nc3ccc4c(c3)OCO4)ccc2O[C@@H]1CN(C)C(=O)Nc1ccc(F)cc1	1.6
C[C@@H]1CCCCO[C@@H](CN(C)Cc2ccc(C(=O)O)cc2)[C@@H](C)CN([C@H](C)CO)C(=O)c2cc(NC(=O)Nc3ccccc3)ccc2O1	-0.7
C[C@@H]1CN([C@H](C)CO)C(=O)c2cc(-c3ccncc3)cnc2O[C@H]1CN(C)C(=O)CN1CCOCC1	-0.4
Cc1noc(C)c1S(=O)(=O)Nc1ccc2c(c1)C(=O)N([C@H](C)CO)C[C@@H](C)[C@@H](CN(C)C(=O)C1CCCCC1)OCCCC[C@H](C)O2	-1.5
CCC(=O)N1[C@H](CO)[C@H](c2ccccc2)[C@H]1CN(C)C(=O)c1ccccc1F	1.1
CCCNC(=O)N(C)C[C@H]1Oc2cc(-c3ccncc3)ccc2S(=O)(=O)N([C@H](C)CO)C[C@H]1C	-1.7
COc1ccc(NC(=O)N(C)C[C@@H]2Oc3ccc(NC(=O)Cn4cnnn4)cc3C(=O)N([C@H](C)CO)C[C@@H]2C)cc1	-2.0
COC(=O)C[C@@H]1C[C@@H]2c3cc(NC(=O)NC4CCCCC4)ccc3O[C@@H]2[C@@H](CO)O1	-2.7
C[C@@H]1CN([C@@H](C)CO)C(=O)c2cc(NC(=O)Nc3cccc4ccccc34)ccc2O[C@H]1CN(C)C(=O)Nc1ccc2c(c1)OCO2	-1.8
C[C@@H]1CCCCO[C@@H](CN(C)CC2CCCCC2)[C@H](C)CN([C@H](C)CO)C(=O)c2cc(NC(=O)C3CCCCC3)ccc2O1	-0.7
C[C@@H]1CCCCO[C@H](CN(C)S(=O)(=O)c2cn(C)cn2)[C@H](C)CN([C@@H](C)CO)C(=O)c2cc(N(C)C)ccc2O1	-0.4
COc1ccc(-c2ccc3c(c2)[C@H]2[C@H](CCN2S(=O)(=O)c2ccccc2C)[C@H](CO)N3C)cc1	0.2
N#Cc1cccc(-c2ccc3c(c2)[C@@H]2[C@@H](CCN2S(=O)(=O)c2ccc(F)cc2)[C@H](CO)N3)c1	-0.9
C[C@H](CO)N1C[C@H](C)[C@@H](CN(C)Cc2ccncc2)Oc2ccc(NC(=O)Nc3ccccc3)cc2CC1=O	3.6
C[C@@H](NC(=O)C[C@@H]1CC[C@@H](NC(=O)c2cccnc2)[C@H](CO)O1)c1ccccc1	0.7
O=C(C[C@@H]1C[C@@H]2c3cc(NC(=O)C4CCOCC4)ccc3O[C@@H]2[C@@H](CO)O1)NCc1ccc(Oc2ccccc2)cc1	-5.4
O=C(NC1CCC1)[C@@H]1[C@@H](CO)[C@@H]2Cn3c(cccc3=O)[C@@H]2N1CCc1ccccc1	-0.6
CN1[C@@H]2c3ccc(-c4ccccc4)c(=O)n3C[C@@H]2[C@@H](CO)[C@@H]1C(=O)N1CCc2ccccc2C1	-3.0
COc1ccc(C(=O)Nc2ccc3c(c2)OC[C@H](C)NC[C@@H](C)[C@@H](OC)CN(C)C3=O)cc1	-0.6
CCCN1[C@@H]2c3ccc(C4=CCCC4)c(=O)n3C[C@@H]2[C@@H](CO)[C@@H]1C(=O)NCCCN(C)C	-1.3
C[C@@H]1CN([C@@H](C)CO)C(=O)c2cc(NS(C)(=O)=O)ccc2O[C@@H](C)CCCCO[C@@H]1CN(C)C(=O)Nc1ccc2c(c1)OCO2	3.0
CN(C)CC(=O)Nc1ccc2c(c1)[C@@H]1C[C@@H](CC(=O)N3CCOCC3)O[C@@H](CO)[C@@H]1O2	-0.9
C[C@@H]1CN([C@@H](C)CO)S(=O)(=O)c2ccc(C#Cc3cccc(F)c3)cc2O[C@H]1CN(C)C(=O)CN1CCOCC1	-3.4
O=C(Nc1ccc(F)cc1)N1[C@H](CO)[C@@H]2c3ccccc3NC[C@@H]21	-3.0
Cc1noc(C)c1NC(=O)N(C)C[C@H]1OCCCC[C@H](C)Oc2ccc(N(C)C)cc2C(=O)N([C@@H](C)CO)C[C@@H]1C	-1.2
O=C(CC(F)(F)F)N1C[C@H]2[C@@H](c3ccccc31)[C@@H](CO)N2C(=O)C1CCOCC1	-3.2
COCC(=O)N1C[C@@H]2[C@H](c3ccccc31)[C@H](CO)N2Cc1cc(F)ccc1F	0.1
CC(C)NC(=O)N(C)C[C@H]1Oc2c(cccc2N(C)C)C(=O)N([C@H](C)CO)C[C@H]1C	-1.0
O=C(Nc1ccc(Cl)cc1)N[C@H]1CC[C@@H](CCn2cc(-c3ccccc3F)nn2)O[C@H]1CO	3.8
CO[C@@H](CN(C)C(=O)Nc1ccc(Cl)cc1)[C@H](C)CN(Cc1ccccc1Cl)[C@H](C)CO	11.5
C[C@@H]1CCCCO[C@@H](CN(C)C(=O)C2CCCCC2)[C@@H](C)CN([C@@H](C)CO)C(=O)c2cc(NS(=O)(=O)c3ccc(F)cc3)ccc2O1	0.1
COCC#Cc1ccc2c(c1)O[C@H](CN(C)S(=O)(=O)c1cccc(OC)c1)[C@@H](C)CN([C@@H](C)CO)S2(=O)=O	-2.4
CC(C)NC(=O)Nc1ccc2c(c1)C(=O)N([C@H](C)CO)C[C@H](C)[C@@H](CN(C)S(C)(=O)=O)OCCCC[C@H](C)O2	-0.7
CC(=O)N(C)C[C@H]1Oc2ncc(C#CC3(O)CCCC3)cc2C(=O)N([C@H](C)CO)C[C@@H]1C	-1.3
CCS(=O)(=O)N1CCCCN2[C@H](CO)[C@H](c3ccc(-c4ccccc4F)cc3)[C@@H]2C1	-4.1
CCCNC(=O)N1[C@H](CO)[C@H](c2ccccc2)[C@H]1CNC(=O)c1ccc(F)cc1	5.3
C[C@H]1CN([C@@H](C)CO)C(=O)CCCn2cc(nn2)CO[C@H]1CN(C)C(=O)Nc1ccc(-c2cccs2)cc1	-2.6
Cc1noc(C)c1NC(=O)N(C)C[C@@H]1Oc2ccc(NC(=O)C3CC3)cc2CC(=O)N([C@H](C)CO)C[C@@H]1C	1.0
C[C@@H]1CCCCO[C@@H](CN(C)C(=O)CCC(F)(F)F)[C@@H](C)CN([C@H](C)CO)C(=O)c2cc(NC(=O)Nc3ccccc3)ccc2O1	1.8
CCCN1C[C@H](C)[C@@H](OC)CN(C)C(=O)c2cc(NS(=O)(=O)c3cn(C)cn3)ccc2OC[C@H]1C	-0.6
COc1ccc(S(=O)(=O)N[C@H]2CC[C@@H](CC(=O)NCc3ccccc3F)O[C@@H]2CO)cc1	0.1
COc1cccc(-c2ccc([C@H]3[C@H](CO)N4CCCCN(C(=O)Cc5ccncc5)C[C@@H]34)cc2)c1	3.4
Cc1noc(C)c1NC(=O)N(C)C[C@@H]1OCCCC[C@H](C)Oc2ccc(NC(=O)c3ccccc3)cc2C(=O)N([C@@H](C)CO)C[C@@H]1C	1.4
C/C=C/c1cnc2c(c1)C(=O)N([C@H](C)CO)C[C@@H](C)[C@H](CN(C)C(=O)Nc1ccc(C(F)(F)F)cc1)O2	-0.7
N#C[C@@H]1[C@@H](c2ccc(C3=CCCC3)cc2)[C@H](CO)N1C(=O)C1CCC1	-1.3
C[C@@H]1CN([C@H](C)CO)C(=O)c2cc(NS(=O)(=O)c3cn(C)cn3)ccc2O[C@@H]1CN(C)Cc1ccc(Cl)c(Cl)c1	1.3
CO[C@H]1CN(C)C(=O)c2ccc(NS(=O)(=O)CC(F)(F)F)cc2OC[C@H](C)NC[C@H]1C	-2.4
C[C@H]1CN([C@@H](C)CO)C(=O)c2cc(C#CC(C)(C)O)cnc2O[C@H]1CN(C)Cc1ccccn1	-1.6
COc1ccc(NC(=O)Nc2ccc3c(c2)CC(=O)N([C@H](C)CO)C[C@H](C)[C@@H](CN(C)S(=O)(=O)c2c(C)noc2C)O3)cc1	0.2
CCCN(C)C[C@H]1Oc2cc(C#CC3CCCC3)ccc2S(=O)(=O)N([C@@H](C)CO)C[C@H]1C	0.0
(continued)
SMILES	BioA inh
O=C(C[C@H]1C[C@H]2c3cc(NS(=O)(=O)c4ccccc4)ccc3O[C@H]2[C@@H](CO)O1)NCC1CC1	-0.4
C[C@@H]1CN([C@@H](C)CO)C(=O)c2cc(NC(=O)Cc3ccccc3)ccc2O[C@@H]1CN(C)Cc1ccc(C(=O)Nc2ccccc2N)cc1	-1.0
COc1ccc(C#Cc2ccc([C@H]3[C@@H](CO)N4CCCCN(Cc5ccncc5)C[C@H]34)cc2)cc1	1.8
COc1ccc(NC(=O)N(C)C[C@@H]2Oc3ccc(NS(=O)(=O)c4cccs4)cc3C(=O)N([C@H](C)CO)C[C@@H]2C)cc1	0.9
O=C(C[C@@H]1CC[C@H](NC(=O)c2ccncc2)[C@@H](CO)O1)NCC1CC1	-2.5
O=C(Cc1ccncc1)N1CCCCN2[C@@H](CO)[C@H](c3ccc(-c4ccncc4)cc3)[C@@H]2C1	-5.1
CN1C(=O)c2cc(NC(=O)c3ccc4c(c3)OCO4)ccc2OC[C@H]2O[C@H](CC(=O)O)CC[C@H]21	0.3
CC(C)C#Cc1ccc([C@H]2[C@@H](CO)N(C(=O)c3cccc(F)c3)[C@H]2C#N)cc1	-1.6
CNC[C@H]1Oc2ccc(NC(=O)Cn3cnnn3)cc2C(=O)N([C@H](C)CO)C[C@H]1C	0.2
CO[C@H]1CN(C)C(=O)c2ccc(NC(=O)Nc3cccc(F)c3)cc2OC[C@H](C)N(C(C)=O)C[C@H]1C	10.8
C[C@@H]1CN([C@H](C)CO)C(=O)c2cc(C3=CCCC3)cnc2O[C@@H]1CN(C)C(=O)c1ccncc1	-1.9
C[C@H]1CN([C@@H](C)CO)C(=O)c2cc(-c3cncnc3)cnc2O[C@@H]1CN(C)Cc1ccc(F)cc1	-0.2
Cc1noc(C)c1NC(=O)Nc1ccc2c(c1)C(=O)N([C@@H](C)CO)C[C@H](C)[C@@H](CN(C)C(=O)NC1CCCCC1)O2	-3.3
CO[C@H]1CN(C)C(=O)c2cc(NC(=O)C3CCCC3)ccc2OC[C@H](C)N(C(=O)CC2CC2)C[C@@H]1C	-0.6
C[C@@H]1CN([C@H](C)CO)C(=O)Cc2cc(NC(=O)Cc3ccccc3)ccc2O[C@H]1CN(C)C(=O)Nc1ccc(C(F)(F)F)cc1	-3.7

Grouped by structure, those above with a COOH group
SMILES	BioA inh
C[C@@H]1CCCCO[C@@H](CN(C)Cc2ccc(C(=O)O)cc2)[C@@H](C)CN([C@H](C)CO)C(=O)c2cc(NC(=O)Nc3ccccc3)ccc2O1	-0.7
CN1C(=O)c2cc(NC(=O)c3ccc4c(c3)OCO4)ccc2OC[C@H]2O[C@H](CC(=O)O)CC[C@H]21	0.3

More records:
SMILES	BioA inh
C[C@@H](NC(=O)C[C@H]1C[C@H]2c3cc(NC(=O)C4CCC4)ccc3O[C@H]2[C@H](CO)O1)c1ccccc1	-1.4
CO[C@H]1CN(C)C(=O)c2cc(NC(=O)c3ccccc3)ccc2OC[C@@H](C)N(C(=O)C2CC2)C[C@@H]1C	1.1
C[C@@H]1CN([C@@H](C)CO)C(=O)c2cc(NC(=O)c3ccncc3)ccc2O[C@@H](C)CCCCO[C@@H]1CN(C)Cc1ccc(C(=O)O)cc1	-2.3
CO[C@@H]1CN(C)C(=O)c2ccc(NC(=O)C3CCOCC3)cc2OC[C@H](C)N(Cc2cccnc2)C[C@H]1C	-0.8
O=C(O)[C@H]1[C@H](CO)[C@H]2Cn3c(ccc(-c4ccccc4F)c3=O)[C@H]2N1Cc1ccccc1	1.8
C[C@@H]1CN([C@@H](C)CO)C(=O)c2cc(NC(=O)CCC(F)(F)F)ccc2O[C@@H](C)CCCCO[C@@H]1CN(C)CC1CCCCC1	2.5

Structures from the list above with an aryl methoxy group, in the order listed:
SMILES	BioA inh
COc1ccc(NC(=O)N(C)C[C@@H]2Oc3ccc(NC(=O)Cn4cnnn4)cc3C(=O)N([C@H](C)CO)C[C@@H]2C)cc1	-2.0
COc1ccc(-c2ccc3c(c2)[C@H]2[C@H](CCN2S(=O)(=O)c2ccccc2C)[C@H](CO)N3C)cc1	0.2
COc1ccc(C(=O)Nc2ccc3c(c2)OC[C@H](C)NC[C@@H](C)[C@@H](OC)CN(C)C3=O)cc1	-0.6
COCC#Cc1ccc2c(c1)O[C@H](CN(C)S(=O)(=O)c1cccc(OC)c1)[C@@H](C)CN([C@@H](C)CO)S2(=O)=O	-2.4
COc1ccc(S(=O)(=O)N[C@H]2CC[C@@H](CC(=O)NCc3ccccc3F)O[C@@H]2CO)cc1	0.1
COc1cccc(-c2ccc([C@H]3[C@H](CO)N4CCCCN(C(=O)Cc5ccncc5)C[C@@H]34)cc2)c1	3.4
COc1ccc(NC(=O)Nc2ccc3c(c2)CC(=O)N([C@H](C)CO)C[C@H](C)[C@@H](CN(C)S(=O)(=O)c2c(C)noc2C)O3)cc1	0.2
COc1ccc(C#Cc2ccc([C@H]3[C@@H](CO)N4CCCCN(Cc5ccncc5)C[C@H]34)cc2)cc1	1.8
COc1ccc(NC(=O)N(C)C[C@@H]2Oc3ccc(NS(=O)(=O)c4cccs4)cc3C(=O)N([C@H](C)CO)C[C@@H]2C)cc1	0.9
